Screens (PubChem)
hIAP act: increases human intestinal alkaline phosphatase activity | P09923 | purified human IAP, CDP-Star luminescence, 30 min; hits give high values; 1 = vehicle-only enzyme, 0 = enzyme-free background | activation factor at 10 µM | actives 0.16% (n = 330,000) | AID 2524;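 active means activation factor of the enzyme at least 2-fold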; further: the source names both 10 and 20 µM as test concentration; values of inactives mirror those of a sister screen read the other way
mIAP block: mouse IAP inhibition; purified mouse IAP, CDP-Star luminescence, 30 min; inhibition, % at 10 µM; actives 0.2% (n = 330,000); AID 2806;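 active means inhibition of at least 40% at 10 µM in the primary screen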;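 further: plate controls were DMSO with enzyme for no effect and no enzyme wells for full effect; values of inactives mirror those of a sister screen read the other way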
Apaf1 inhib: human Apaf-1 inhibition | reconstituted apoptosome caspase-3 activity, DEVD-Rh110 fluorescence | inhibition, % at 20 µM | actives 0.71% (n = 330,000) | AID 489030; active means inhibition of at least 40% at 20 µM;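 further: plate controls were DMSO wells for no effect and DEVD-CHO caspase inhibitor wells for full effect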
Target sequence (O14727 whole entry, looked up): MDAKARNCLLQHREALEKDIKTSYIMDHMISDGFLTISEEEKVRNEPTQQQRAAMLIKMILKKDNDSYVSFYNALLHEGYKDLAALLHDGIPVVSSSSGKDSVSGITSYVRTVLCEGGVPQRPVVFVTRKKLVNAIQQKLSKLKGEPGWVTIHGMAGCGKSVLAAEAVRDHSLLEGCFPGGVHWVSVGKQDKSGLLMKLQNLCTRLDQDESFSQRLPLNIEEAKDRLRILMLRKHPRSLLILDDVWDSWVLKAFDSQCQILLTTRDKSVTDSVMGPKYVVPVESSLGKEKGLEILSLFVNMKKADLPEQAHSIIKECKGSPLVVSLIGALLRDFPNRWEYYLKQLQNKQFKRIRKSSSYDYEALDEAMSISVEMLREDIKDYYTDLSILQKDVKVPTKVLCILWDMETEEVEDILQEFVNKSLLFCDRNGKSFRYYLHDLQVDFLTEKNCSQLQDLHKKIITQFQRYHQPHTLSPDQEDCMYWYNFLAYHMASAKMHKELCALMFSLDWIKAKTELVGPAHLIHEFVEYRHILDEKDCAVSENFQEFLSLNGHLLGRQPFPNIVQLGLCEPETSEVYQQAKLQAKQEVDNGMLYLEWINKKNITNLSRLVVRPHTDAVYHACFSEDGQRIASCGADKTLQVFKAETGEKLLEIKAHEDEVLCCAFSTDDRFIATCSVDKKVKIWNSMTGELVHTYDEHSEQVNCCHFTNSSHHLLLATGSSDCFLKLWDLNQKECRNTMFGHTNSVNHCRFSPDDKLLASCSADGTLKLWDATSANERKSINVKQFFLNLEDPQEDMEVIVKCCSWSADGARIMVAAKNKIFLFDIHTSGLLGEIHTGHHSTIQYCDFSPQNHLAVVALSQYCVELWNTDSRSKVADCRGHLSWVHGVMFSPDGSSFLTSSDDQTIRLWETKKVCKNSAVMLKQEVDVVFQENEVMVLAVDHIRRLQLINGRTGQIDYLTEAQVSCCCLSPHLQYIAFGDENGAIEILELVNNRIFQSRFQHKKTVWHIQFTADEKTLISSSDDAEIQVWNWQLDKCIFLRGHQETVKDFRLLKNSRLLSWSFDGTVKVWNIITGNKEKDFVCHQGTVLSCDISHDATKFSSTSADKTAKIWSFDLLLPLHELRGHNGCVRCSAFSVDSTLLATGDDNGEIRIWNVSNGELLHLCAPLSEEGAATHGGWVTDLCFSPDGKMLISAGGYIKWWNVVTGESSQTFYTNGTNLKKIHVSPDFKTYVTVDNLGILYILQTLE
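Medium: Hepes buffer, pH 7.5 / System: biochemical Apaf-1 apoptosome reconstitution / Measured by: Rh110 fluorescence, excitation 480 nm, emission 540 nm / Times: compound with Apaf-1, dATP, procaspase-3 30 min, then 50 min reaction, room temperature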
NALP3 yeast inh: inhibitors of NALP3 inflammasome in yeast; Yeast reconstituted NLRP3/ASC/caspase-1, beta-gal luminescence, 24 h; inhibition, % at 10 µM; actives 0.39% (n = 330,000); AID 2825;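 active means inhibition of 50% or more; inactive means inhibition below 50%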;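 further: plate controls were induced DMSO wells for no effect and uninduced yeast grown without galactose for full effect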
TIM10 inh: growth inhibitors of TIM10 yeast strain; S. cerevisiae TIM10 strain growth, BacTiter-Glo luminescence, 24 h; inhibition, % at 10 µM; actives 1.4% (n = 330,000); AID 463195;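 active means inhibition of 40% or more at the single tested concentration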;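 further: wild-type TIM10 isogenic control strain grown at permissive 25 °C; 0% = DMSO yeast wells and 100% = minimal medium wells without yeast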
mIAP act: mouse IAP activation; muIAP, CDP-Star luminescence, 30 min; hits give high values; 1 = vehicle-only enzyme signal, 0 = enzyme-free wells; activation factor at 10 µM; actives 0.24% (n = 330,000);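 active means activation factor of at least 2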; further: the source names both 10 and 20 µM as test concentration; values of inactives mirror those of a sister screen read the other way
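Assay system: mouse IAP enzyme / Compound: DMSO-dissolved test compounds / Timing: 30 min, room temperature / Measured by: luminescence from enzymatic CDP-Star hydrolysis / Control set: DMSO-only wells, enzyme-free buffer wells as negative control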
ATG4B inh: blocks human ATG4B protease cleavage of LC3 substrate | Q9Y4P1 | ATG4B cleavage of LC3-PLA2, NBD-HPC fluorescence, 1 h | inhibition, % at 8.33 µM | actives 0.51% (n = 340,000) | AID 504462; in the data active means inhibition above about 40%
tim10-1 inh: growth inhibitors of tim10-1 mutant yeast. S. cerevisiae tim10-1 ts strain growth, BacTiter-Glo, 24 h. inhibition, % at 20 µM. actives 2.2% (n = 330,000);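 active means inhibition of at least 40%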;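 further: mutant grown at 25 °C; 0% = DMSO wells with yeast and 100% = wells holding no yeast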
hIAP inh: human IAP inhibition; P09923; purified IAP, CDP-Star luminescence, 30 min; inhibition, % at 10 µM; actives 0.12% (n = 330,000); AID 2544;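 active means inhibition reaching a set limit with compound at 10 µM in the primary screen, cut at about 35% in these data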;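 further: plate controls were DMSO wells with enzyme for no effect and no-enzyme buffer wells for full effect; values of inactives mirror those of a sister screen read the other way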
Active calls of the source: *. Hits appear at their usual frequency, and some 4.5% of all compounds hit somewhere here.

The first twelve records, to show the layout:
SMILES | hIAP act | mIAP block | Apaf1 inhib | NALP3 yeast inh | TIM10 inh | mIAP act | ATG4B inh | tim10-1 inh | hIAP inh
Cc1ccccc1NC(=O)CCCNC(=O)c1ccc(Cl)cc1 | 1.1 | -1 | 12 | 2 | -19 | 1 | -5 | 9 | -9
CC(=O)c1ccc(NC(=O)Nc2ccc([N+](=O)[O-])cc2)cc1 | 0.98 | 14 | 11 | 14 | -12 | 0.86 | 7 | 11 | 2
CN(Cc1ccccc1)C(=O)CN(c1ccccc1Cl)S(C)(=O)=O | 1.1 | -7 | 2 | 19 | 1 | 1.1 | 2 | 14 | -13
Cc1cc(C(=O)Nc2ncn(Cc3ccc(F)cc3)n2)ccc1[N+](=O)[O-] | 1 | 14 | 2 | 5 | 2 | 0.86 | -5 | -5 | 0
O=C1CC(Nc2ccccc2)C(=O)N1Cc1ccccc1 (centres undefined) | 0.97 | -2 | 3 | 10 | 9 | 1 | -9 | 6 | 3
O=C(NC(=O)N1CCN(c2ccccc2F)CC1)c1ccccc1 | 0.99 | 10 | -19 | 8 | -2 | 0.9 | 7 | -3 | 1
CC(C)c1ccc(OCC(O)CNC(C)c2ccccc2)cc1 (centres undefined) | 1 | 1 | 16 | 34 | 11 | 0.99 | 0 | 13 | -3
COc1cc(/C=C/C(=O)O)ccc1O | 0.97 | 2 | 0 | -2 | -1 | 0.98 | 1 | -12 | 3
COc1ccc(C(=O)CCC(=O)N2CCN(c3ccccc3)CC2)cc1 | 1 | 0 | -5 | 12 | 5 | 1 | 1 | 14 | -3
CCCOc1ccc(C(=O)Nc2ccc3c(c2)OCCO3)cc1 | 0.98 | 2 | -1 | 24 | -15 | 0.98 | 1 | -18 | 2
CC12CCC(=O)N1C(C(=O)Nc1cccc(F)c1)CS2 (centres undefined) | 1 | 3 | -8 | 9 | -6 | 0.97 | -3 | -11 | -2
Cc1ccc(C(=O)N/N=C\c2ccc(-c3ccc(Cl)cc3)o2)cn1 | 1.1 | 10 | -4 | 25 | 14 | 0.9 | -7 | 22 | -14

The whole of this part, from the start:
SMILES | hIAP act | mIAP block | Apaf1 inhib | NALP3 yeast inh | TIM10 inh | mIAP act | ATG4B inh | tim10-1 inh | hIAP inh
Cc1ccccc1NC(=O)CCCNC(=O)c1ccc(Cl)cc1 | 1.1 | -1 | 12 | 2 | -19 | 1 | -5 | 9 | -9
CC(=O)c1ccc(NC(=O)Nc2ccc([N+](=O)[O-])cc2)cc1 | 0.98 | 14 | 11 | 14 | -12 | 0.86 | 7 | 11 | 2
CN(Cc1ccccc1)C(=O)CN(c1ccccc1Cl)S(C)(=O)=O | 1.1 | -7 | 2 | 19 | 1 | 1.1 | 2 | 14 | -13
Cc1cc(C(=O)Nc2ncn(Cc3ccc(F)cc3)n2)ccc1[N+](=O)[O-] | 1 | 14 | 2 | 5 | 2 | 0.86 | -5 | -5 | 0
O=C1CC(Nc2ccccc2)C(=O)N1Cc1ccccc1 (centres undefined) | 0.97 | -2 | 3 | 10 | 9 | 1 | -9 | 6 | 3
O=C(NC(=O)N1CCN(c2ccccc2F)CC1)c1ccccc1 | 0.99 | 10 | -19 | 8 | -2 | 0.9 | 7 | -3 | 1
CC(C)c1ccc(OCC(O)CNC(C)c2ccccc2)cc1 (centres undefined) | 1 | 1 | 16 | 34 | 11 | 0.99 | 0 | 13 | -3
COc1cc(/C=C/C(=O)O)ccc1O | 0.97 | 2 | 0 | -2 | -1 | 0.98 | 1 | -12 | 3
COc1ccc(C(=O)CCC(=O)N2CCN(c3ccccc3)CC2)cc1 | 1 | 0 | -5 | 12 | 5 | 1 | 1 | 14 | -3
CCCOc1ccc(C(=O)Nc2ccc3c(c2)OCCO3)cc1 | 0.98 | 2 | -1 | 24 | -15 | 0.98 | 1 | -18 | 2
CC12CCC(=O)N1C(C(=O)Nc1cccc(F)c1)CS2 (centres undefined) | 1 | 3 | -8 | 9 | -6 | 0.97 | -3 | -11 | -2
Cc1ccc(C(=O)N/N=C\c2ccc(-c3ccc(Cl)cc3)o2)cn1 | 1.1 | 10 | -4 | 25 | 14 | 0.9 | -7 | 22 | -14
CN(C)/C=C/C1=CC(=O)CC(C)(C)C1 | 0.87 | 5 | 8 | 13 | -3 | 0.95 | 8 | 10 | 13
CCOC(=O)c1sc(=S)n(-c2cccc(C(F)(F)F)c2)c1SC | 1.1 | 0 | 16 | 13 | 14 | 1 | -2 | 24 | -8
[O-]/C(=C(\C(=S)Nc1cccc2ccccc12)[n+]1ccccc1)c1ccc2c(c1)OCCO2 | 1.1 | 1 | -3 | 3 | 7 | 0.99 | -7 | 18 | -11
CN(Cc1ccccc1)C(=S)Nc1ccc2nc3n(c(=O)c2c1)CCCCC3 | 0.86 | 4 | -10 | 6 | -15 | 0.95 | -5 | -1 | 14
COC(=O)c1ccc(/C=C/C(=O)OCC(=O)Nc2ncc(Cl)cc2Cl)cc1 | 1 | -1 | 1 | 14 | 6 | 1 | 5 | -1 | -4
COc1ccc(OC)c(C(=O)NC(CC(N)=O)c2ccc(NCCN3CCCC3)c([N+](=O)[O-])c2)c1 (centres undefined) | 0.98 | -1 | 0 | -8 | -8 | 1 | -1 | -15 | 2
Nc1cccnc1S(=O)(=O)c1ccccc1 | 0.74 | 6 | 5 | 11 | 10 | 0.94 | 3 | 9 | 26
COc1cccc(NC(=O)CN(C)S(=O)(=O)c2ccc3[nH]c(=O)oc3c2)c1 | 1.1 | 42* | -4 | 11 | -10 | 0.58 | 0 | -2 | -11
COc1ccc(-n2c(SCC(=O)N3CCOCC3)nc(O)c(Cc3ccccc3)c2=O)cc1 | 1.2 | 10 | 4 | 8 | -1 | 0.9 | -7 | 17 | -18
Cc1cccc(CNc2ncnc3ccc(-c4ccoc4)cc23)c1 | 0.92 | -1 | 11 | 0 | -13 | 1 | 27 | -35 | 8
CCOC(=O)C1=C(C)N=c2s/c(=C\C(=O)OC)c(=O)n2C1c1ccc(OC)cc1 (centres undefined) | 0.82 | 13 | 13 | 27 | 62* | 0.87 | -4 | 42* | 18
Cc1ccc(O)c(C(=O)CC(=O)c2ccccc2Cl)c1 | 0.93 | 4 | 3 | 25 | 14 | 0.96 | 36 | 23 | 7
CCCCCn1nc(C)c(/C=N\NC(=O)c2cc(C)oc2C)c1C | 1 | -7 | 1 | 18 | 10 | 1.1 | 8 | 9 | -5
(next part)
SMILES | hIAP act | mIAP block | Apaf1 inhib | NALP3 yeast inh | TIM10 inh | mIAP act | ATG4B inh | tim10-1 inh | hIAP inh
O=C(Nc1nc2c(s1)CCc1ccccc1-2)c1ccco1 | 0.8 | -6 | 16 | -7 | 41* | 1.1 | 8 | 55* | 20
CCOC(=O)C1(Cc2ccccc2C(F)(F)F)CCN(C2CCCC2)CC1 | 1.1 | 4 | -10 | 29 | 0 | 0.96 | 3 | -8 | -5
O=[N+]([O-])c1ccc(Nc2ccccc2)nc1 | 1.1 | -9 | 8 | 7 | -6 | 1.1 | -10 | 1 | -13
CC(C)[C@H](NC(=O)N1CCn2c1nc1ccccc12)C(=O)N1CCCCC1 | 1.1 | 2 | 2 | 10 | 6 | 0.98 | 1 | 6 | -9
COc1ccc(-n2c(=S)[nH]c3cc(C(=O)NCCCN4CCOCC4)ccc3c2=O)cc1OC | 1 | -4 | 6 | 18 | -24 | 1 | 7 | 10 | 0
COc1ccc(NS(=O)(=O)c2cc(OC)ccc2OC)cc1 | 1.1 | -2 | -5 | 10 | 6 | 1 | -3 | -3 | -10
COc1ccc(C2C(C#N)=C(N)OC(C(C)(C)C)=C2C#N)cc1OC (centres undefined) | 0.92 | -3 | -51 | 0 | 6 | 1 | -1 | 4 | 8
CCOc1ccc(NC(=O)N2CCC(c3ccc(C)cc3)C2)cc1 (centres undefined) | 1 | -3 | -6 | 23 | -17 | 1 | -8 | 11 | -2
COc1c(C)cc(C(=O)C2CCCN(C(=O)c3cc(C)n(C)n3)C2)cc1C (centres undefined) | 0.92 | -2 | 1 | 10 | 8 | 1 | -7 | 9 | 8
CCN(CC(=O)Nc1c(F)cccc1F)C(=O)c1ccc(Cl)c(S(=O)(=O)N2CCCC2)c1 | 1.2 | -5 | 3 | 34 | 6 | 1 | 1 | 26 | -21
CCCNC(=O)c1ccc2c(=O)c(O)c(C)[nH]c2c1 | 1.1 | -5 | -1 | 21 | -13 | 1.1 | -6 | -3 | -12
CC(Sc1nnnn1-c1ccc(O)cc1)C(=O)NC1CCCCC1C (centres undefined) | 1.4 | -5 | -4 | 1 | -11 | 1 | 4 | 16 | -39
Cc1cc(Cl)ccc1Nc1ncccc1C(N)=O | 1.3 | 17 | 6 | 10 | 29 | 0.83 | -3 | 36 | -35
COc1cc(-c2nnc(NC(=O)C3=COCCO3)o2)cc(OC)c1OC | 0.98 | 1 | 6 | 16 | -9 | 0.99 | 9 | 8 | 2
Cc1nc(Nc2ccccc2)c2oc3ccc(Cl)cc3c2n1 | 0.96 | 0 | 4 | 16 | 1 | 1 | -3 | 19 | 4
COc1ccccc1NS(=O)(=O)c1cccc(C(=O)NCC(c2cccs2)N2CCOCC2)c1 (centres undefined) | 0.84 | -2 | -6 | 20 | 0 | 1 | -12 | -2 | 16
CCCCn1c(SCC(=O)Nc2nnc(C)s2)nnc1-c1ccncc1 | 1 | 0 | -10 | 2 | -2 | 1 | -9 | 6 | -3
CCCCN(C)C(=O)c1cc2cc3ccc(OC)cc3nc2o1 | 1.1 | -7 | 3 | 16 | 8 | 1.1 | -1 | 7 | -12
COC(=O)CC1=C(C(=O)OC)[C@@H](c2ccccc2[N+](=O)[O-])C(C#N)=C(N)O1 | 0.73 | 6 | -14 | 7 | -1 | 0.94 | -9 | 1 | 27
CCOc1ccc(N2CC(C(=O)Nc3ccc(OC)c(S(=O)(=O)N4CCCCC4)c3)CC2=O)cc1 (centres undefined) | 1.1 | -12 | 2 | 0 | 10 | 1.1 | -4 | -4 | -10
Cc1ccc(NC(=O)CCC(=O)NNC(=O)c2ccco2)cc1C | 1 | 16 | -1 | 9 | 2 | 0.84 | 1 | 1 | -5
O=S(=O)(NC1CCCCC1NCc1ccco1)c1ccccc1 (centres undefined) | 1 | -6 | -2 | -4 | -8 | 1.1 | -8 | 4 | -3
Cc1nn(C)c2ncc(C(N)=O)c(Oc3ccc(Cl)cc3)c12 | 1.1 | 5 | -10 | 11 | -9 | 0.95 | -5 | -4 | -10

Quoted at random: 2 records from the list
SMILES | hIAP act | mIAP block | Apaf1 inhib | NALP3 yeast inh | TIM10 inh | mIAP act | ATG4B inh | tim10-1 inh | hIAP inh
COc1ccc(NS(=O)(=O)c2cc(OC)ccc2OC)cc1 | 1.1 | -2 | -5 | 10 | 6 | 1 | -3 | -3 | -10
CCCCn1c(SCC(=O)Nc2nnc(C)s2)nnc1-c1ccncc1 | 1 | 0 | -10 | 2 | -2 | 1 | -9 | 6 | -3
